LAP4-GFP MLPCN: modulators of LAP4-GFP expression in yeast, primary screen, S. cerevisiae, multiplex flow cytometry, MLPCN library; GFP response vs DMSO, % at 10 µM; actives 0.34% (n = 320,000); 3 h; median GFP as percent of DMSO wells;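 active = GFP response vs DMSO above a set limit, about the screen mean plus 3 SD, cut at about 150% in these data; inconclusive = under 70 cell events counted for the yeast strain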
VLA-4 inh: inhibition in human VLA-4 binding assay, primary screen, VLA-4 allosteric modulator project, MLPCN library, flow cytometry, VLA-4 expressing cells | Integrin alpha-4 (Homo sapiens), P13612 | ligand binding flow cytometry | inhibition, % (about 7 µM as worked out from the volumes in the protocol) | actives 0.2% (n = 330,000) | AID 2557, 2010; in the data active = inhibition above about 50%
AGP1 TOR yeast: modulators of AGP1-GFP expression in yeast TOR pathway, primary screen, cell-based, multiplex flow cytometry, S. cerevisiae, MLPCN library; GFP response vs DMSO, % at 10 µM; 3 h; GFP as percent of DMSO wells; actives 0.02% (n = 320,000);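 active = GFP response relative to DMSO above a set limit, near screen average plus 3 SD, cut at about 150% in these data; inconclusive = fewer than 70 cells counted for the yeast strain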;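 also: median GFP channel fluorescence of the gated AGP1 strain per well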
CIT2 TOR yeast: modulators of CIT2-GFP expression in yeast, primary screen, S. cerevisiae, GFP fusion, multiplex flow cytometry, MLPCN library; S. cerevisiae CIT2-GFP strain, 3 h; 100 means same as DMSO wells; GFP response vs DMSO, % at 10 µM; actives 0.065% (n = 320,000); AID 2029, 2009;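 active = GFP response relative to DMSO above a set limit, near the screen mean plus 3 SD, cut at about 150% in these data; inconclusive = Fewer than 70 cells measured for a yeast strain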;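 also: ratio of well median GFP fluorescence to mean of DMSO wells on the plate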
MEP2-GFP yeast: modulators of MEP2-GFP levels in yeast, primary screen, S. cerevisiae, multiplex flow cytometry, MLPCN library; GFP response vs DMSO, % at 10 µM; actives 0.51% (n = 330,000); AID 2016, 2009; S. cerevisiae MEP2-GFP strain, 3 h; 100% = DMSO control level;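 active = GFP response versus DMSO above a set limit, roughly screen mean plus 3 SD, cut at about 180% in these data; inconclusive = fewer than 70 cells counted for a yeast strain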;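 also: median GFP fluorescence of the barcode-gated MEP2-GFP cells per well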
GRK2 aptamer HTS: compounds blocking aptamer binding on GRK2 – biochemical, human GRK2, bead flow cytometry, HTS, primary screen; Beta-adrenergic receptor kinase 1 (Homo sapiens), P25098; inhibition of aptamer binding, % at 10 µM; actives 0.59% (n = 330,000); FAM-aptamer displacement from GRK2;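 active = inhibition of aptamer binding above 40%, roughly 3 SD of noise, on plates passing a quality check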;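 also: median bead fluorescence of bound FAM aptamer so fluorescent compounds give negative values; no value below 0 was filed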
Target sequence (P25098 whole entry, looked up): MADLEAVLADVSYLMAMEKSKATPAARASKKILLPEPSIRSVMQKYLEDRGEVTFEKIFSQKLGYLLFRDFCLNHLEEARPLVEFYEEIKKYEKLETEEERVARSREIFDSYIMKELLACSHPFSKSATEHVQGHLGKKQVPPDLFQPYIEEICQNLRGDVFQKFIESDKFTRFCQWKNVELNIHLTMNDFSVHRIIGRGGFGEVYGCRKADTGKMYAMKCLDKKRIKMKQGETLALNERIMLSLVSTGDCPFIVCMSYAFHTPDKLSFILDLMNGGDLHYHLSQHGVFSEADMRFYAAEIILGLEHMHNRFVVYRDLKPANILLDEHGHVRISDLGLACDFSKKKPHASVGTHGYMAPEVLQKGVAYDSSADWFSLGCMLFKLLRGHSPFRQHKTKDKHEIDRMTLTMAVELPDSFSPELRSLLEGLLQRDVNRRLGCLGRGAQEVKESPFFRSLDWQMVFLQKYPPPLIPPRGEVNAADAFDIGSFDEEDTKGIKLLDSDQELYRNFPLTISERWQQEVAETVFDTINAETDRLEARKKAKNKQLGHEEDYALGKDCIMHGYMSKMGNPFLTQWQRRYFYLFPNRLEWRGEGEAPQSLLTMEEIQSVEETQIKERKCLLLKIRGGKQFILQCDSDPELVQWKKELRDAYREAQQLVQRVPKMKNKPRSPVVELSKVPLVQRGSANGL
Yeast superoxide: reduction of superoxide in aged yeast, primary screen, HTS; S. cerevisiae aged cells, superoxide DHE fluorescence; active compounds read low; superoxide response (% of plate mean), % at 10 µM; actives 0.18% (n = 330,000); AID 2690, 2010;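 active = superoxide response under a set limit, about three screen SD below normal, cut at about 65% in these data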;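 also: yeast aged for seven days with compound at 30 °C before DHE staining; 100% = average MFI of all compound-treated wells on the plate with controls excluded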
RPL19A-GFP yeast: RPL19A-GFP expression modulators in yeast, primary screen, cell-based, S. cerevisiae, multiplex flow cytometry, MLPCN | percent response vs DMSO, % at 10 µM | actives 0.3% (n = 330,000) | AID 2025, 2009 | S. cerevisiae RPL19A-GFP strain, 3 h; active compounds read low;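 active = percent response vs DMSO below 50%; inconclusive = fewer than 70 events counted for the yeast strain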;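 also: median channel GFP fluorescence of the barcoded RPL19A-GFP strain; ratio of sample median GFP to plate DMSO average so 100% = DMSO; lower means less RPL19A-GFP as with rapamycin TOR inhibition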
Starred values were filed as active, the others as inactive; ? = inconclusive; / = not tested or not shown. Compounds as they come, and some 1.7% of all compounds hit somewhere here.

SMILES	LAP4-GFP MLPCN	VLA-4 inh	AGP1 TOR yeast	CIT2 TOR yeast	MEP2-GFP yeast	GRK2 aptamer HTS	Yeast superoxide	RPL19A-GFP yeast
Cc1ccc2nc(/C(C#N)=C\c3ccc(Oc4ccc([N+](=O)[O-])cn4)cc3)[nH]c2c1	105	-25	98	84	97	0	95	103
CCc1nnc(SCC(=O)N2CCc3ccccc32)n1CC	71	1	89	/	87	0	90	96
CCOC(=O)c1sc2nc(SC)nc(-c3ccc(Cl)cc3)c2c1N	99	-5	94	87	103	5	106	96
COc1ccccc1N(C(C)=O)c1nc(C)cc(C)c1C#N	91	29	96	93	98	0	106	94
Cc1cc2nc(N3CCN(C(=O)c4cccs4)CC3)sc2cc1C	109	2	106	86	97	0	105	96
c1cc2c(cc1-c1cnc3n1CCC3)OCCO2	90	25	94	91	92	0	103	93
COCc1nnc(SCC(=O)Nc2cccc(Cl)c2C)n1-c1ccccc1	97	7	100	104	102	0	117	99
COc1ccccc1/C=N/NC(=O)c1nnn(-c2nonc2N)c1-c1ccccc1	119	2	105	103	126	2	106	106
CCN(CCCNC(=O)C1CCC(=O)N1Cc1ccccc1Cl)c1cccc(C)c1 (stereo unspecified)	105	2	107	107	108	2	101	106
CC(NC(=O)c1cnc2n(c1=O)CCS2)c1ccccc1 (stereo unspecified)	117	-5	111	108	112	0	97	106
c1ccc(-c2noc(C34CC5CC(CC(C5)C3)C4)n2)cc1	?	18	?	109	101	0	110	?
NNC(=O)c1cc2c(s1)-c1cc(Cl)ccc1SC2	100	-87	84	95	88	2	109	87
Cc1cc(C)nc(Sc2ccc(/C=C(\C#N)C(=O)Nc3ccccc3)o2)n1	97	-6	102	97	96	10	88	99
Cc1nc(SCc2nc3ccc(C(F)(F)F)cc3[nH]2)c2oc3ccccc3c2n1	119	11	89	75	90	12	112	86
Cc1ccc2nc(Cl)c(/C=N/Nc3ccc(C(=O)O)cc3)cc2c1	104	15	106	77	98	2	112	100
O=C(c1cc(Cl)ccc1Cl)N1CCN(c2ccccn2)CC1	105	0	106	105	102	0	84	100
COc1cccc(-c2ccc3c(c2)S(=O)(=O)c2cccc(C(=O)O)c2C3=O)c1OC	98	8	98	92	94	0	127	92
COC(=O)C1=CN(Cc2cccs2)C=C(C(=O)OC)C1c1cccc(O)c1	99	13	103	/	96	0	96	97
COc1ccccc1CNC(=O)CCCn1nc(C)c2c(C)n(-c3ccc(C)cc3)nc2c1=O	108	12	100	94	97	0	97	96
Cc1cc(C)nc(-n2nc(C)cc2NC(=O)c2cccc(S(=O)(=O)N(C)C)c2)n1	105	11	104	99	104	2	96	101

Looked up by structure from the entries so far, 4 records:
SMILES	LAP4-GFP MLPCN	VLA-4 inh	AGP1 TOR yeast	CIT2 TOR yeast	MEP2-GFP yeast	GRK2 aptamer HTS	Yeast superoxide	RPL19A-GFP yeast
COc1ccccc1CNC(=O)CCCn1nc(C)c2c(C)n(-c3ccc(C)cc3)nc2c1=O	108	12	100	94	97	0	97	96
COc1cccc(-c2ccc3c(c2)S(=O)(=O)c2cccc(C(=O)O)c2C3=O)c1OC	98	8	98	92	94	0	127	92
COCc1nnc(SCC(=O)Nc2cccc(Cl)c2C)n1-c1ccccc1	97	7	100	104	102	0	117	99
COc1ccccc1N(C(C)=O)c1nc(C)cc(C)c1C#N	91	29	96	93	98	0	106	94

Remaining list, next part.
SMILES	LAP4-GFP MLPCN	VLA-4 inh	AGP1 TOR yeast	CIT2 TOR yeast	MEP2-GFP yeast	GRK2 aptamer HTS	Yeast superoxide	RPL19A-GFP yeast
CCN1C(=O)/C(=C\c2ccc3c(c2)OCO3)C(C(=O)OC)=C1C	118	1	98	96	99	3	96	102
CCC1=C(OC(=O)N(CC)CC)N2C(=O)OC(=NCCc3c[nH]c4ccccc34)[C@]2(Cc2ccccc2)[C@H]2C1=CC[C@H]1C(=O)N(CC)C(=O)[C@H]12	101	0	100	95	100	3	101	96
COc1ccc(CN(CC(=O)NCc2ccccc2)C(=O)CCC(=O)Nc2ccccn2)cc1	90	8	105	100	103	0	114	109
CCCC12CN(C(=O)c3ccco3)CC(CCC)(CN(C(=O)c3ccco3)C1)C2=O	86	3	95	95	87	1	78	98
Cc1cccc(CN2CCN(C(=O)CCl)CC2)c1	91	6	97	97	87	0	106	100
CC(C)c1ccc(NC(=S)NNC(=O)c2cccnc2)cc1	104	-6	111	94	104	2	107	108
O=c1c2ccccc2n(Cc2ccc(Cl)cc2)c(=O)n1Cc1ccco1	96	7	95	95	96	1	123	94
O=C(NC1=NCCS1)C1CCCCC1	94	0	95	92	96	2	94	93
CCCC(c1nnnn1CC1CCCO1)N1CCN(c2ccccc2)CC1 (stereo unspecified)	110	15	106	108	105	0	114	106
CCCCCCOC(=O)c1ccccc1NC(=O)/C=C/C(=O)O	127	1	/	76	102	0	89	97
O=C(CCCn1c(=S)[nH]c2cc3c(cc2c1=O)OCO3)N1CCN(c2ncccn2)CC1	95	4	100	85	86	4	104	96
COc1ccc(NC(=O)CC2C(=O)N(c3ccc(F)cc3)C(=S)N2NC(=O)c2ccccc2)cc1 (stereo unspecified)	95	4	100	107	104	6	94	107
CCC1CCC(N2CCN(c3cccc(OC)c3)CC2)CC1 (stereo unspecified)	97	6	103	105	108	0	79	103
CCc1ccc(C(=O)CN2C(=O)NC(C)(CCc3ccccc3)C2=O)cc1 (stereo unspecified)	102	-3	98	104	98	0	86	104
CCCOc1ccc(-c2nn(-c3ccccc3)cc2/C=C2\SC(N)=NC2=O)cc1	89	3	24	85	118	9	111	72
CCNC(=S)NNC(=O)C1CCN(Cc2ccccc2)CC1	99	9	106	104	118	1	95	104
CN(c1ccccc1C(=O)Nc1ccc(S(=O)(=O)N2CCCCC2)cc1)S(C)(=O)=O	102	12	94	94	100	0	111	93
Cc1ccc(C)n1-c1ccc(N2CCOCC2)nc1	99	-1	104	104	100	2	99	/
Cc1cc(C(=O)OCC(=O)Nc2cc(Cl)ccc2C)c(C)o1	99	-10	100	95	101	3	105	100
Cc1ccc(N(C(=O)c2ccco2)C(C(=O)NC2CCCC2)c2cccnc2)cc1C (stereo unspecified)	100	-99	105	102	112	0	104	103

Filtered by structure: the compounds so far with an aryl thioether with sulfur outside any ring (five)
SMILES	LAP4-GFP MLPCN	VLA-4 inh	AGP1 TOR yeast	CIT2 TOR yeast	MEP2-GFP yeast	GRK2 aptamer HTS	Yeast superoxide	RPL19A-GFP yeast
CCc1nnc(SCC(=O)N2CCc3ccccc32)n1CC	71	1	89	/	87	0	90	96
CCOC(=O)c1sc2nc(SC)nc(-c3ccc(Cl)cc3)c2c1N	99	-5	94	87	103	5	106	96
COCc1nnc(SCC(=O)Nc2cccc(Cl)c2C)n1-c1ccccc1	97	7	100	104	102	0	117	99
Cc1cc(C)nc(Sc2ccc(/C=C(\C#N)C(=O)Nc3ccccc3)o2)n1	97	-6	102	97	96	10	88	99
Cc1nc(SCc2nc3ccc(C(F)(F)F)cc3[nH]2)c2oc3ccccc3c2n1	119	11	89	75	90	12	112	86

The listing picks up, starting 3 compounds before the break.
SMILES	LAP4-GFP MLPCN	VLA-4 inh	AGP1 TOR yeast	CIT2 TOR yeast	MEP2-GFP yeast	GRK2 aptamer HTS	Yeast superoxide	RPL19A-GFP yeast
Cc1ccc(C)n1-c1ccc(N2CCOCC2)nc1	99	-1	104	104	100	2	99	/
Cc1cc(C(=O)OCC(=O)Nc2cc(Cl)ccc2C)c(C)o1	99	-10	100	95	101	3	105	100
Cc1ccc(N(C(=O)c2ccco2)C(C(=O)NC2CCCC2)c2cccnc2)cc1C (stereo unspecified)	100	-99	105	102	112	0	104	103
Cn1c(=O)n(C)c2cc(NS(=O)(=O)c3ccc(C(C)(C)C)cc3)ccc21	97	16	104	104	106	0	104	100
CCN(CC)C(=O)C1CCCN(c2ccc([N+](=O)[O-])cc2/C=N/NC(=O)c2ccccc2)C1 (stereo unspecified)	80	0	96	89	88	0	96	94
CCN(CC)CCCNC(=O)c1sc2ncn(CC(=O)Nc3ccc(C)c(Cl)c3)c(=O)c2c1C	102	-7	99	103	97	0	84	99
O=C(Nc1cc(C(F)(F)F)ccc1N1CCOCC1)c1c(F)c(F)c(F)c(F)c1F	97	4	103	99	102	4	106	104
CS(=O)(=O)NCc1ccc(C(=O)NCCOc2ccccc2)cc1	102	-5	104	113	102	1	89	100
COC(=O)C1=C(C)N(CCCC(=O)O)C(=O)NC1c1ccc(C#N)cc1 (stereo unspecified)	93	-1	96	91	102	6	98	91
CC(Nc1ccc(Br)cc1)C(=O)N/N=C/c1ccccc1OCc1ccccc1 (stereo unspecified)	99	12	99	88	98	0	93	94
COc1ccccc1S(=O)(=O)Nc1ccc(-c2nnc3n2CCCCC3)cc1	89	8	92	97	92	2	111	88
Cc1ccc(-n2c(=O)cc(N3CCN(C(=O)c4ccco4)CC3)[nH]c2=O)cc1	102	7	100	92	95	0	100	99
Cc1cc(C)n2nc(CNS(=O)(=O)c3ccc(F)c(C)c3)nc2n1	102	-3	106	101	101	2	104	99
COC(=O)c1ccnc(SCC(=O)c2ccccc2)c1	112	15	109	108	113	0	84	108
CCOC(=O)CSc1cc(-c2ccccc2)nc2ncnn12	113	9	94	87	92	0	108	101
Fc1cccc(Cl)c1/C=N/Nc1ccccn1	102	12	101	98	109	0	87	96
Cc1cc(NC(=O)COc2ccc3oc4ccccc4c3c2)no1	116	-2	107	115	109	0	86	104
CCOc1ccc(NC2c3ccccc3C(=O)N2Cc2ccco2)cc1 (stereo unspecified)	111	6	105	112	91	12	103	102
Cc1c(NS(=O)(=O)c2ccc(Cl)c(C(=O)OC(C)C(=O)NCc3ccco3)c2)c(=O)n(-c2ccccc2)n1C (stereo unspecified)	87	6	83	93	87	4	97	89
CC1(C)C(c2ccc(Cl)cc2)=[N+]([O-])C2(CCCC/C2=N\O)N1O (stereo unspecified)	99	16	98	98	101	0	82	96
O=C(NC(=S)Nc1ccccc1O)c1ccc(Cl)cc1Cl	105	-3	92	94	100	4	97	93
COC(=O)CNC(=O)C(C)NC(=O)CNC(=O)OCc1ccccc1 (stereo unspecified)	87	0	87	83	88	0	101	87
CS(=O)(=O)N1CCC(C(=O)Nc2cc(Cl)cc(Cl)c2)CC1	113	11	108	106	108	1	112	104
CCOC(=O)CCSc1cc(C)c2ccccc2n1	115	-15	100	83	110	0	98	96
Cc1cc(C(C)(C)C)n2nc(C)c(-c3ccccc3)c2n1	93	-17	96	101	115	0	108	105
